MBD2 DNA inh = inhibitors of MBD2 binding to methylated DNA, primary screen, biochemical, TR-FRET, DNA-binding domain, human; Methyl-CpG-binding domain protein 2 (Homo sapiens), Q9UBB5; MBD2 binding to methylated oligonucleotide; inhibition, % at 4.4 µM; hit rate 0.31% among 370,000; AID 686964, 2013; in the data active = inhibition above about 13%
TCR-CD3 inh = inhibitors of human TCR-CD3 interaction, primary screen, biochemical, fluorescence, TAMRA-labeled TCR probe | T-cell receptor (TCR) | inhibition, % at 9.4 µM | hit rate 0.37% among 360,000 | AID 651800, 2012; in the data active = inhibition above about 19%;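 note: recombinant mutant TCR 2C K166C tagged with TAMRA read by polarization; 0% = receptor in buffer alone and 100% = receptor with positive control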
rCAG binder = binders of r(CAG) RNA repeats, primary screen, biochemical, fluorescence | r(CAG) RNA repeat, TO-PRO-1 dye displacement fluorescence | inhibition, % at 3 µM | hit rate 1.3% among 370,000 | AID 651821, 2012;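 active = inhibition above the plate cutoff, the mean of all test compounds on that plate plus 3 SD, cut at about 35% in these data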;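 note: 0% = DMSO alone and 100% = 100 µM mitoxantrone as full dye displacement; higher means more dye released from RNA so lower well fluorescence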
GC-B act = human GC-B receptor activators, primary screen, HEK293 GC-B cells, cGMP TR-FRET, EC30 CNP | AID 1920062, 2024 | Atrial natriuretic peptide receptor 2 (Homo sapiens), P20594 | 0% at EC30 CNP, 100% saturating CNP | hit rate 0.11% among 370,000 | activation, % at 10 µM;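 active = activation at 10 µM reaching about 35% in either raw or pattern-adjusted values, limit read from the data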
TDP2 inh = human TDP2 enzyme inhibitors, primary screen, biochemical, epi absorbance, recombinant enzyme; Tyrosyl-DNA phosphodiesterase 2 (Homo sapiens), O95551; T5PNP hydrolysis, p-nitrophenol absorbance 415 nm; inhibition, % at 12.8 µM; hit rate 0.34% among 370,000; AID 720702, 2013;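 active = inhibition above the mean of all tested compounds plus 3 SD, set per campaign, cut at about 25% in these data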;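 note: 0% = DMSO with enzyme and 100% = buffer with substrate but no TDP2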
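System – recombinant human TDP2 · Amount – 120 nM TDP2 per well · Buffer or medium – Mg2+-containing Tris-HCl buffer, pH 7.5 · Reagent – T5PNP substrate, 5 mM · Dosing – 12.8 µM single point, 1% DMSO · Incubation – 2 h at 37 °C · Measured by – epi absorbance · Read-out basis – percent inhibition · Benchmarks – high control without enzyme, low control DMSO plus TDP2 · Repeats – singlicate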
PRMT1 inh = PRMT1 methyltransferase inhibitors, primary screen, biochemical, fluorescence polarization | recombinant PRMT1, activity-based probe fluorescence polarization | inhibition, % at 2.79 µM | hit rate 1.3% among 370,000 | AID 652257, 2013;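 active = inhibition above about 21% made by adding two undisclosed values, limit read from the data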
HTRA1 inh = HTRA1 serine protease inhibitors, primary screen, biochemical, fluorescence polarization, HTS | recombinant HTRA1, FP-rhodamine activity-based probe | Q92743 | hit rate 0.5% among 340,000 | inhibition, % at 5.96 µM; in the data active = inhibition above about 36%;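 note: 0% = enzyme with DMSO and 100% = wells lacking enzyme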
LEDGF integ inh = blockers of LEDGF/p75-dependent integrase strand transfer – biochemical, TR-FRET, high throughput, primary screen. TR-FRET IN-LEDGF/p75 DNA integration, Eu/Cy5. inhibition, % at 3.7 µM. hit rate 0.64% among 370,000. AID 743269, 2014;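 active = inhibition above the screen-wide mean plus 3 SD, cut at about 13% in these data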;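 note: signal is the Cy5 over europium emission ratio at 671 and 618 nm; 0% = plate median of compound wells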
SIAE inh = human SIAE inhibitors, primary screen, biochemical, fluorescence polarization, FP-Rh probe, 1536-well HTS. SIAE FP-Rh probe binding. inhibition, % at 9.66 µM. AID 1053197, 2014. hit rate 0.69% among 370,000. Sialate O-acetylesterase (Homo sapiens), Q9HAT2;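 active = inhibition above a cutoff: mean of compounds within the control limits plus 3 SD of those, cut at about 17% in these data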;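 note: 0% = plate median of compound wells and 100% = probe without SIAE protein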
Target sequence (Q9HAT2 whole entry, looked up): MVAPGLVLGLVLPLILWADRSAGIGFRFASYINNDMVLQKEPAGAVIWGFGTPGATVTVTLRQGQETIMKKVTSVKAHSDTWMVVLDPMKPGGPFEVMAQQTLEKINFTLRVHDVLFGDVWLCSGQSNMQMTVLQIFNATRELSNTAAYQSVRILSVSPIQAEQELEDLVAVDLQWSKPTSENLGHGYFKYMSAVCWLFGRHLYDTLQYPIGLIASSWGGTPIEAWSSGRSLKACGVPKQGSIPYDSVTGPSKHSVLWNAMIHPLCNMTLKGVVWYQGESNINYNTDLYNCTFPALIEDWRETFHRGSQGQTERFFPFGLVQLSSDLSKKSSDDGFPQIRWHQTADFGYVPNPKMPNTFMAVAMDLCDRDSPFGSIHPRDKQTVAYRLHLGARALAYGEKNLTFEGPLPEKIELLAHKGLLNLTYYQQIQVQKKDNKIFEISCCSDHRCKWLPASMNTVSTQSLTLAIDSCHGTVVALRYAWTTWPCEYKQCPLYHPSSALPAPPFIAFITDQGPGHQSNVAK
mABHD4 FP = ABHD4 inhibitors, primary screen, biochemical, fluorescence polarization, mouse; purified mABHD4, FP-Rh probe fluorescence polarization; AID 720543, 2013; (Lyso)-N-acylphosphatidylethanolamine lipase (Mus musculus), Q8VD66; inhibition, % at 8.92 µM; hit rate 0.54% among 370,000;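 active = inhibition exceeding the mean over every tested compound plus 3 SD, cut at about 30% in these data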;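 note: 0% = plate median of compound wells and 100% = S159A mutant with DMSO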
Target sequence (Q8VD66 whole entry, looked up): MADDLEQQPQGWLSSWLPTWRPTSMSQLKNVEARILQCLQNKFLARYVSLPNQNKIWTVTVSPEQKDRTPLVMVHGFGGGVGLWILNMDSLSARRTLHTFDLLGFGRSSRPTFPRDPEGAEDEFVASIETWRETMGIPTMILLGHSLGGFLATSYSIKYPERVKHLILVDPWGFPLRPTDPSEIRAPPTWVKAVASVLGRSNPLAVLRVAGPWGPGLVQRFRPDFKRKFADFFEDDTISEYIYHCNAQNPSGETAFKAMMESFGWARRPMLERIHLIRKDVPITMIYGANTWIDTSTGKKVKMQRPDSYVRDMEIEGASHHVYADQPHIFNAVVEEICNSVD
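System: mouse ABHD4 enzyme, wild type / Medium: HEPES pH 7.0, NaCl, Pluronic buffer / Reagent: FP-Rh activity-based fluorescent probe / Control set: S159A mutant high control, sample median low control / Detection: fluorescence polarization with parallel and perpendicular emission, 525/598 nm / Schedule: 45 min + 60 min at 25 °C / Compound dosing: 8.92 µM, single dose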
The depositor's hits bear a star; nt = not tested or not shown; & = joins results of further samples.

SMILES	MBD2 DNA inh	TCR-CD3 inh	rCAG binder	GC-B act	TDP2 inh	PRMT1 inh	HTRA1 inh	LEDGF integ inh	SIAE inh	mABHD4 FP
COc1ccc(OC(=O)N(C)C[C@H]2OCc3cn(nn3)CCCC(=O)N([C@H](C)CO)C[C@@H]2C)cc1	5	-7	-1	6	5	0	4	3	-4	8
COc1ccc(NC(=S)N2CCN(c3ncccn3)CC2)c(OC)c1	2	1	-1	-2	6	0	-1	-2	2	1
CCN(Cc1ccccc1)C(=O)c1ccc(C)c(S(=O)(=O)N2CCCCC2)c1	-8	3	2	-6	4	-2	-1	1	3	-1
CC(C)[C@H](NC(=O)c1ccco1)C(=O)N(C)Cc1ccc(C(F)(F)F)cc1	3	-3	-8	-1	0	1	1	-3	-6	-1
c1ccc(CCNCCOc2ccccc2)cc1	10	8	-6	-2	13	-2	-4	-1	3	14
CCc1n[n+](CC(=O)c2ccccc2)c(N)s1	-1	2	-3	-6	1	3	1	2	4	4
CCCCCN=Cc1c(C)[nH]n(-c2nc3ccccc3s2)c1=O	-3	-3	3	-4	-5	0	-11	-1	-4	-10
COc1ccc(S(=O)(=O)Nc2ccc(F)cc2)c(C)c1C	-4	6	0	-5	0	-2	-4	-2	-4	1
COc1ccc(OC(F)(F)F)cc1CC1(C)C(=O)Nc2ccc(S(=O)(=O)NC3CCCCC3)cc21 (centres undefined)	-1	3	2	-3	-11	0	nt	-3	-6	-24
COc1cc(Cl)ccc1OCc1cc(C(=O)N[C@H]2CCCCNC2=O)no1	1	2	-2	3	15	-5	-8	4	-1	3
Nc1ccccc1C(=O)NCCN1CCNC1=O	-2	-1	0	-6	13	0	-2	5	1	-1
C=CC[C@H](CC(=O)N[C@H](CO)Cc1ccccc1)C(=O)N[C@H](COC(=O)[C@@H](CC=C)CC(=O)OC(C)(C)C)Cc1c[nH]c2ccccc12	0	-4	-1	-6	-13	2	-9	-2	8	-4
CCN(Cc1ccccc1)S(=O)(=O)c1cc2[nH]c(=O)c(=O)[nH]c2cc1C	6	-2	9	-5	4	2	-15	-1	-4	-7
Cc1cc(C)c(S(C)(=O)=O)c(N(C)N)n1	4	8	-2	-1	-1	0	-1	4	2	0
CC1(C)CC(=O)c2sc(NC(=O)C3CC3)nc2C1	-3	4	1	0	10	1	0	-5	0	0
O=C(COC(=O)Cc1ccc(Cl)cc1)NCc1cccs1	-1	-9	0	-4	1	8	-4	-5	1	5
CC(C)CNS(=O)(=O)c1cc(C(=O)O)c(Cl)cc1Cl	2	5	0	2	18	-2	-1	1	0	0
CCC(=O)N1c2ccccc2NC2=C(C(=O)CCC2)C1c1cccnc1 (centres undefined)	-1	8	3	9	-3	-1	-1	-3	3	-5
Cc1ccc(C)c(N2CCN(C(=O)C3CCN(S(=O)(=O)c4cccc5nsnc45)CC3)CC2)c1	-3	5	1	0	-4	-2	-15	-2	-3	1
O=C(/C=C\Nc1ccc(S(=O)(=O)Nc2ncccn2)cc1)c1cccc2ccccc12	0	1	26	0	0	-2	-9	6	0	1
CC(C)CC(=O)Nc1ccc(-c2cn3ccsc3n2)cc1	2	-1	-3	5	5	0	-2	3	15	-3
Cc1ccccc1NC(=O)C1CCCN1S(=O)(=O)c1ccccc1C(F)(F)F (centres undefined)	2	-7	-1	8	5	-2	-6	1	4	4
COc1ccc(C)cc1S(=O)(=O)N(CC(=O)Nc1cccc([N+](=O)[O-])c1)c1ccc(C)c(C)c1	-3	4	1	-5	3	1	-5	3	-11	7
Cc1nnc(SCC(=O)NNC(=O)COc2ccc(Cl)cc2)s1	2	-4	1	2	4	-1	4	2	2	-2
O=[N+]([O-])c1ccc(O)c(Nc2ncnc3ccc(Br)cc23)c1	-4	2	2	3	1	-1	6	1	-12	8
SMILES	MBD2 DNA inh	TCR-CD3 inh	rCAG binder	GC-B act	TDP2 inh	PRMT1 inh	HTRA1 inh	LEDGF integ inh	SIAE inh	mABHD4 FP
COCc1c(Br)c(C)[nH]c(=O)c1C#N	-2	-1	1	-2	-7	0	1	0	-1	-3
O=C(CSc1ncnc2c1cnn2-c1ccccc1)Nc1ccc2c(c1)OCO2	3	-12	-3	0	8	1	-4	-1	-2	0
CCOC(=O)CN(C(=O)CSc1nnc2c(n1)[nH]c1ccc(F)cc12)c1ccccc1	-1	-4	4	3	8	6	-44	1	-17	-16
COc1ccc(Cl)cc1CN1C(=O)NC2(CCCCCC2)C1=O	3	-11	-1	5	-10	8	-7	-5	0	-16
O=C(N[C@H](Cc1ccccc1)C(=O)NCCCN1CCCC1=O)[C@H]1O[C@@H](n2ccc(=O)[nH]c2=O)[C@H](O)[C@@H]1O	0	1	1	2	2	1	nt	-1	3	2
Cc1ccnc(SCCn2c(N3CCN(c4ccccc4)CC3)nc3c2c(=O)[nH]c(=O)n3C)n1	1	3	2	-4	6	-3	3	-1	0	-3
COc1ccc(-c2cn[nH]c2N)cc1	-4	-2	2	-2	-23	0	4	-1	-7	-3
CSc1nc(C)cc(Oc2ccc(=O)n(C)n2)n1	-2	0	-2	-1	-12	-3	-2	1	-9	-7
Cc1cs/c(=N\N=C\c2ccccc2)n1Cc1ccco1	-7	8	-1	1	-18	-1	2	-2	6	-2
CC(=O)Nc1sc(/C(C#N)=C\c2cccc(Cl)c2)nc1-c1ccc(C)cc1	2	-10	5	3	-7	-4	-8	-5	-16	-15
CCOC(=O)C1=C(COC(=O)C2(C)CC2(Cl)Cl)NC(=O)NC1c1ccccc1 (centres undefined)	-7	3	-4	-1	6	0	-2	-1	1	-2
CC(=O)c1ccc(-c2cnc3c(NC=O)cc(-c4cnn(C)c4)cn23)cc1	-11	3	10	2	3	7	nt	24*	-2	5
Cc1noc(C)c1COc1cccc(C(=O)Nc2ccccc2)c1	1	-5	0	0	4	4	-5	-1	4	-2
COc1ccc(C(c2ccc(OC)cc2)N2CCN(C(=O)c3noc(C)c3[N+](=O)[O-])CC2)cc1	4	nt	nt	0	-1	-1	nt	-2	-7	-6
CC(=O)Nc1ccc(NC(=O)Nc2cccc3ccccc23)cc1	-4	-3	3	1	5	-1	4	2	0	0
CCS(=O)(=O)NCC(c1cccnc1)N1CCN(c2ccc(OC)cc2)CC1 (centres undefined)	3	3	4	-2	-5	-3	4	1	4	8
CN1CCN(C(=O)c2cnn(-c3ccccc3)c2NC(=O)c2cccs2)CC1	0	3	-1	1	-7	-1	-1	-2	-6	-3
CCN(CC)C(=O)CSc1nnc(NC(=O)CCc2ccccc2)s1	0	1	-8	-2	-1	3	1	1	-1	-3
CC(=O)/C(=N\Nc1ccccc1Cl)Sc1cccc2cccnc12	-2	10	-4	-8	-9	2	-36	-4	-2	-18
CN(CCc1ccccc1)C(=O)CCc1nnc(Cc2ccc3c(c2)OCO3)o1	1	11	-5	1	4	-2	-3	2	1	2
CCOc1cccc(C(=O)Nc2ccc3ccccc3c2)c1	1	-7	1	-2	-3	2	-53	-9	-11	-36
C/C(N)=C(/C#N)C(=O)CSc1nnc(Nc2c(C)cccc2C)s1	-7&-1	-2&6	7&4	-7&-7	7&9	2&2	6&-3	1&0	8&4	4&-3
COC(=O)C(Cc1ccccc1)NC(=O)CCCC(=O)NCc1cccc(OC)c1 (centres undefined)	5	-9	-8	1	-9	3	13	-5	-7	0
Cc1c(C)n(CCO)c2ncnc(Nc3ccc(F)cc3)c12	-2	6	-1	-3	-8	-1	0	3	1	9
Cc1cc(C)c(C(=O)NC2CCCc3c2cnn3-c2ccc(C)c(C)c2)c(=O)[nH]1 (centres undefined)	-4	11	-5	0	18	-8	-2	0	3	0
SMILES	MBD2 DNA inh	TCR-CD3 inh	rCAG binder	GC-B act	TDP2 inh	PRMT1 inh	HTRA1 inh	LEDGF integ inh	SIAE inh	mABHD4 FP
O=C(NCC1CCOCC1)c1cc(COc2cccc(C(F)(F)F)c2)on1	0	3	-6	4	16	2	-6	0	-1	1
CCCOC(=O)C1=C(C)NC(=O)NC1c1cccc2ccccc12 (centres undefined)	0	5	-3	-11	0	0	-4	2	-6	-1
Cc1ccc(NC2CC(=O)N(c3cccc([N+](=O)[O-])c3)C2=O)cc1 (centres undefined)	3	7	9	4	-4	1	-2	4	9	7
CN(/N=C/c1ccco1)C1=NS(=O)(=O)c2ccccc21	-2	0	-2	-8	10	3	10	4	-5	-1
CCn1cc(C(=O)N[C@@H](C)C(=O)NCCO)c(=O)c2cc3c(cc21)OCO3	-5	-6	2	2	-10	-5	5	10	-3	-6
Cc1ccc2c(c1)N(C(=O)CCC(=O)NCc1cccc(F)c1)CCO2	-1	1	2	-1	2	0	-1	3	0	0
CCOc1ccc(N(CC(=O)NCCSCc2ccc(C)cc2)S(C)(=O)=O)cc1	1	0	-5	-2	8	0	-2	1	2	-9
c1ccc(CN(Cc2ccccc2)c2c3c(nc4ncnn24)CCC3)cc1	-7	-10	-4	-26	10	1	-17	1	-2	-3
C=CCSC1=C(C#N)C(c2cc(Br)c(O)c(OC)c2)CC(=O)N1 (centres undefined)	-2	-3	3	-2	3	24*	5	0	-4	3
Cc1ccc(NC(=O)c2ccc(Br)o2)cc1S(=O)(=O)N(C)C	-2	1	-1	-5	1	-1	-11	5	3	-5
Cc1ccccc1OCc1nc2ccccc2[nH]1	1	1	-3	-5	-14	1	2	0	2	-3
COc1cc(C(=O)OCC(=O)NC(=O)NCc2ccccc2)ccc1OC(F)F	-4	0	-1	2	-3	1	-4	-2	5	3
CC(C)C(=O)Nc1ccc(C(=O)NNC(=S)NC(=O)c2cccs2)cc1	-5	7	14	-3	6	1	-4	-5	9	0
CCC(=O)Oc1ccc2c(C)cc(=O)oc2c1C(=O)c1ccccc1	3	1	-4	4	-5	1	7	-3	11	4
CCCS(=O)(=O)NCc1cn2c(C)csc2n1	7	0	5	-8	-6	3	6	0	-2	1
Cc1ccc(NC(=O)CN2CCCC2c2cccn2C)cc1C (centres undefined)	1	-1	3	1	-10	-1	-7	1	-2	2
Cc1ccsc1C(=O)N1CCCC(C)(C(=O)NS(=O)(=O)C2CC2)C1 (centres undefined)	0	-15	3	-1	-2	-2	nt	6	-3	-11

Not all compounds are listed. The share of hits here may be higher or lower than overall.
